# MEX-5 binding: MEX-5 zinc finger RNA-binding disruptors – biochemical, C. elegans, fluorescence polarization, MLPCN library, primary screen | Zinc finger protein mex-5 (Caenorhabditis elegans), Q9XUB2 | MEX-5/FITC-TCR2 RNA binding; active compounds read low | activity score (negative = inhibition of binding), % at 10 µM | actives 0.38% (n = 300,000);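 active means inhibition past about -25% in most replicates, and total fluorescence under double the plate's negative control median, limit read from the data; inconclusive means replicates evenly split on the limit, or fluorescence at least double controls; inactive means too little inhibition in most replicates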;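 further: 0% = DMSO and -100% = 5 µM competing unlabeled TCR2 RNA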
# Target sequence (Q9XUB2 whole entry, looked up): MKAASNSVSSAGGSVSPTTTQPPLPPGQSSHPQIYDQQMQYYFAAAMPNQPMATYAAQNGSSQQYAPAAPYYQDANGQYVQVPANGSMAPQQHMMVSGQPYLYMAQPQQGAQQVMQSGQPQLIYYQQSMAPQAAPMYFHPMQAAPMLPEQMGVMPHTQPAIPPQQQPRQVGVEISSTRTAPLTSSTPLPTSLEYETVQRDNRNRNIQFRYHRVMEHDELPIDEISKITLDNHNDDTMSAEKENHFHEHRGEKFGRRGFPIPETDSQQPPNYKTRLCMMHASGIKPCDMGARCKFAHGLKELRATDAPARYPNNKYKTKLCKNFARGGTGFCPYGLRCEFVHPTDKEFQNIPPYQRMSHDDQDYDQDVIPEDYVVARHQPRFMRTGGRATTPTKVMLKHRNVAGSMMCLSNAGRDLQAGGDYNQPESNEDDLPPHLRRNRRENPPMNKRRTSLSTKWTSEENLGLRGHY
# CIT2 TOR yeast: modulators of CIT2-GFP expression in yeast, primary screen, S. cerevisiae, GFP fusion, multiplex flow cytometry, MLPCN library; actives 0.065% (n = 320,000); GFP response vs DMSO, % at 10 µM; S. cerevisiae CIT2-GFP strain, 3 h; 100 means same as DMSO wells;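 active means GFP response relative to DMSO above a set limit, near the screen mean plus 3 SD, cut at about 150% in these data; inconclusive means Fewer than 70 cells measured for a yeast strain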;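 further: ratio of well median GFP fluorescence to mean of DMSO wells on the plate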
# GLD-1 RNA inh: GLD-1/TGE RNA complex disruptors, primary screen, biochemical, fluorescence polarization; inhibition, % at 5.96 µM; purified GLD-1 + fluorescein TGE RNA; Female germline-specific tumor suppressor gld-1 (Caenorhabditis elegans), Q17339; actives 0.44% (n = 320,000);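 active means percent inhibition above a per-plate cutoff, the plate mean of test compounds plus 3 SD, cut at about 30% in these data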;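 further: 0% = DMSO wells with GLD-1 and probe and 100% = wells lacking GLD-1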
# AGP1 TOR yeast: modulators of AGP1-GFP expression in yeast TOR pathway, primary screen, cell-based, multiplex flow cytometry, S. cerevisiae, MLPCN library | actives 0.02% (n = 320,000) | 3 h; GFP as percent of DMSO wells | GFP response vs DMSO, % at 10 µM | AID 2066, 2009;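 active means GFP response relative to DMSO above a set limit, near screen average plus 3 SD, cut at about 150% in these data; inconclusive means fewer than 70 cells counted for the yeast strain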;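 further: median GFP channel fluorescence of the gated AGP1 strain per well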
# Bcl-xL primary: inhibitors of human Bcl-xL, primary screen, biochemical, fluorescence polarization, HTS. Bcl-2-like protein 1 (Homo sapiens), Q07817. GST-Bcl-xL / FITC-Bim BH3 peptide fluorescence polarization. inhibition, % at 10.9 µM. actives 0.7% (n = 320,000). AID 2129, 2009;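 active means inhibition above the mean of all tested compounds plus 3 SD, cutoff set per campaign, cut at about 30% in these data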;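 further: 0% = DMSO wells and 100% = unlabeled Bim-BH3 peptide competitor; inhibitors lower millipolarization by displacing the labeled peptide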
# Target sequence (Q07817 whole entry, looked up): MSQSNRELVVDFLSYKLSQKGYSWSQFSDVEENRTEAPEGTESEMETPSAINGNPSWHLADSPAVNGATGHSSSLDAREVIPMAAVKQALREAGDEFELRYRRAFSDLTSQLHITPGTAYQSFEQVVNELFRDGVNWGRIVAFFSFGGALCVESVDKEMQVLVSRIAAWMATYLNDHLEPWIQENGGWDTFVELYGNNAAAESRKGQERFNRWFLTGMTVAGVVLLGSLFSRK
# GRK2 aptamer HTS: compounds blocking aptamer binding on GRK2 – biochemical, human GRK2, bead flow cytometry, HTS, primary screen. Beta-adrenergic receptor kinase 1 (Homo sapiens), P25098. FAM-aptamer displacement from GRK2. inhibition of aptamer binding, % at 10 µM. actives 0.59% (n = 330,000);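 active means inhibition of aptamer binding above 40%, roughly 3 SD of noise, on plates passing a quality check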;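 further: median bead fluorescence of bound FAM aptamer so fluorescent compounds give negative values; no value below 0 was filed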
# MCL1 BIM primary: inhibitors of MCL1 binding to BIM-BH3, primary screen, biochemical, fluorescence polarization. actives 0.68% (n = 320,000). Induced myeloid leukemia cell differentiation protein Mcl-1 (Homo sapiens), Q07820. inhibition, % at 10.9 µM. GST-MCL1 / FITC-Bim-BH3 fluorescence polarization. AID 2057, 2009;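 active means inhibition above the mean inhibition of all tested compounds plus 3 SD, set per campaign, cut at about 40% in these data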;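 further: 0% = DMSO wells and 100% = unlabeled Bim-BH3 peptide control; higher means more loss of mP so more displacement of Bim peptide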
# Fam108B counter: mouse Fam108B serine hydrolase inhibitors, primary screen, counter-screen for RBBP9 inhibitor project, biochemical, fluorescence polarization. actives 0.33% (n = 300,000). inhibition, % at 9.51 µM. AID 1947, 2009. recombinant Fam108B, FP-Rh probe fluorescence polarization;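 active means inhibition above the screen mean inhibition plus 3 SD, computed separately per campaign, cut at about 18% in these data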;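 further: inhibitors lower polarization as less probe binds the enzyme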
# VLA-4 inh: inhibition in human VLA-4 binding assay, primary screen, VLA-4 allosteric modulator project, MLPCN library, flow cytometry, VLA-4 expressing cells; Integrin alpha-4 (Homo sapiens), P13612; ligand binding flow cytometry; inhibition, % (about 7 µM as worked out from the volumes in the protocol); actives 0.2% (n = 330,000); AID 2557, 2010; in the data active means inhibition above about 50%
# The depositor's hits bear a star; ? = inconclusive; · = no result given; [ ] = another dose, or the depositor's remark.
SMILES,MEX-5 binding,CIT2 TOR yeast,GLD-1 RNA inh,AGP1 TOR yeast,Bcl-xL primary,GRK2 aptamer HTS,MCL1 BIM primary,Fam108B counter,VLA-4 inh
CCN(C(=O)COc1ccccc1)c1nnc(-c2cccnc2)s1,0.0,83,7,89,6,0,5,0,3
Nn1c(-c2cccc(Br)c2)n[nH]c1=S,1.6,102,-5,99,-19,0,-19,2,5
N/C(=N\OC(=O)CCCc1ccccc1)c1ccccc1Cl,-0.1,104,-4,77,1,3,1,3,4
CC(NC(=O)Cc1ccccc1)c1cc2c(cc1Br)OCCCO2 (centres undefined),-0.5,96,2,93,4,5,7,-1,5
Cc1c(C)c2ccc(OS(C)(=O)=O)cc2oc1=O,0.0,?,-2,21[may fluoresce violet],8,0,6,2,-32
CC(=O)N(c1nc(CCl)cs1)c1ccc(C)cc1C,1.7,111,-1,29,0,0,-1,-1,8
NC(=O)c1c(NC(=O)CN2CCN(S(=O)(=O)c3ccccc3)CC2)sc2c1CCC2,-1.4,91,0,99,4,3,11,3,-15
O=S(=O)(N(Cc1ccccc1)[C@H](CO)Cc1ccccc1)N(Cc1ccccc1)[C@H](CO)Cc1ccccc1,·,97,-2,100,·,0,·,·,-20
O=[N+]([O-])c1cccc(CN(CCO)Cc2ccccc2)c1,0.0,112,2,108,6,0,3,-2,-10
CC1N(O)C(C)(C)C(c2ccccc2)=[N+]1[O-] (centres undefined),0.0,95,-6,·,-2,0,-3,-4,0
O=C(O)Cc1csc(NC(=O)CSc2nnnn2-c2ccc(O)cc2)n1,-0.4,·,3,·,6,0,6,0,14
Cc1c(C(=O)N2CCC(C(N)=O)CC2)sc(N)c1C#N,·,98,1,99,-2,0,-5,1,-7
Cn1c2ccccc2c2nnc(N/N=C/c3ccc(O)cc3)nc21,-0.6,97,2,100,10,0,14,-2,7
COc1ccc(O[C@H]2C=C[C@@H](c3ccccc3)O[C@@H]2CO/N=C(\C)CCN2CCc3nc(-c4ccccc4)c(-c4ccccc4)cc3C2)cc1,5.3,93,-8,93,3,0,-2,-2,-16
O=C(CSc1nnc(N2CCOCC2)n1-c1cccc(F)c1)N1CCN(c2ccccn2)CC1,·,105,3,111,-4,5,-4,·,37
COc1ccccc1Nc1nc(-c2sc(NC(=O)c3ccc([N+](=O)[O-])cc3)nc2C)cs1,1.2,101,2,106,2,1,-4,25*,12
CC(C)Nc1ccc(C(CC(N)=O)NC(=O)c2ccccc2)cc1[N+](=O)[O-] (centres undefined),1.2,102,1,98,4,2,-2,-5,-3
CC1CN(CCOc2ccc(Cl)cc2Cl)CC(C)O1 (centres undefined),0.9,94,1,93,8,35,6,0,23
Cc1ccsc1CN(C)Cc1nc(C2CC2)no1,-0.7,101,-6,101,0,2,-11,1,2
Cc1nc2ccc(NC(=O)COc3ccccc3F)cc2s1,-0.8,72,-3,113,2,1,-4,0,9
COc1cc2cc(CCCOC(=O)c3ccc(C#N)cc3)oc(=O)c2cc1OC,·,93,-4,105,4,3,6,·,-5
O=C(CSc1ncccc1C(=O)O)c1ccccc1F,-3.2,115,4,100,5,0,3,-1,18
O=C1CCCN1CN(C(=O)c1ccc2c(c1)OCO2)c1cccc(Cl)c1,2.6,109,6,108,5,0,-1,1,4
Cc1ccc(N2CC(C(=O)N3CCC(C(=O)Nc4nnc(C(C)C)s4)CC3)CC2=O)cc1 (centres undefined),1.4,88,7,97,0,0,-4,0,-1
Cc1ccccc1NC(=O)CSC1=NCCN1,·,80,-3,96,-2,0,5,0,3
Cc1ccc(C(=O)CSc2nnnn2C(C)C)c(C)c1,-0.8,92,-7,92,1,1,-6,-1,-1
CCCCN1C2=NCCCN2c2ccccc21,-0.8,103,-2,102,1,3,-2,-3,11
CN(C)CCCn1cnc2c1c(=O)[nH]c(=O)n2Cc1ccccc1,3.8,102,-9,101,-3,99*,-7,4,4
O=C1CCC(=O)N1OCCOc1ccc2c(c1)CCC2,-3.4,101,-2,98,-2,1,6,0,-13
CCOC(=O)C1(CCc2ccccc2)CCN(C(=O)[C@@H]2C[C@@H](C)NC(=S)N2)CC1,4.1,97,11,99,4,0,8,5,-13
FC(F)(F)c1cccc(NCc2n[nH]c(=S)n2C2CCCCC2)c1,1.2,100,7,109,-8,2,-5,-1,-3
O=C(NCc1ccccc1)C(c1cccnc1)N(C(=O)c1ccccn1)c1cccc(F)c1 (centres undefined),0.0,92,-2,95,2,1,-3,2,11
C[C@H](NC(=O)c1nc[nH]c1C(=O)N[C@@H](CCCCNC(=O)OC(C)(C)C)C(=O)OC(C)(C)C)C(=O)OC(C)(C)C,4.0,110,10,97,4,0,8,-1,0
COc1ccccc1NC(=O)Cc1nnc(SCC(=O)c2ccc(F)cc2)n1C,-1.6,84,1,87,-4,0,-2,1,21
COc1cc(NC(=O)c2cc(-n3cnnc3)ccc2Cl)cc(OC)c1,0.1,114,5,107,2,0,-5,0,-3
Cc1nn(C)cc1C(C(=O)NC1CCCCC1)N(C(=O)Cc1cccs1)c1ccc(F)cc1 (centres undefined),-2.2,101,-1,101,2,6,-1,0,-6
Cc1ccc(C(=O)OC(C)C(=O)NC(C)CCc2ccccc2)o1 (centres undefined),·,95,8,105,-14,0,-13,·,-15
O=C(O)CCC(=O)Nc1cccc(C(=O)Nc2ccc(Br)cc2)c1,1.3,91,2,100,0,0,5,-1,6
CCC(C)N(C(=O)COc1ccc(Cl)c2cccnc12)C1CCS(=O)(=O)C1 (centres undefined),-0.4,100,8,104,-11,5,-18,1,-28
CCC(=O)N1c2ccc(S(=O)(=O)N3CCCC3)cc2CC1C (centres undefined),-4.0,103,1,105,-3,0,-1,-4,7

# Gathered by group, the entries above with two or more sulfur atoms (3)
SMILES,MEX-5 binding,CIT2 TOR yeast,GLD-1 RNA inh,AGP1 TOR yeast,Bcl-xL primary,GRK2 aptamer HTS,MCL1 BIM primary,Fam108B counter,VLA-4 inh
NC(=O)c1c(NC(=O)CN2CCN(S(=O)(=O)c3ccccc3)CC2)sc2c1CCC2,-1.4,91,0,99,4,3,11,3,-15
O=C(O)Cc1csc(NC(=O)CSc2nnnn2-c2ccc(O)cc2)n1,-0.4,·,3,·,6,0,6,0,14
COc1ccccc1Nc1nc(-c2sc(NC(=O)c3ccc([N+](=O)[O-])cc3)nc2C)cs1,1.2,101,2,106,2,1,-4,25*,12

# The listing picks up, starting 2 compounds before the break.
SMILES,MEX-5 binding,CIT2 TOR yeast,GLD-1 RNA inh,AGP1 TOR yeast,Bcl-xL primary,GRK2 aptamer HTS,MCL1 BIM primary,Fam108B counter,VLA-4 inh
CCC(C)N(C(=O)COc1ccc(Cl)c2cccnc12)C1CCS(=O)(=O)C1 (centres undefined),-0.4,100,8,104,-11,5,-18,1,-28
CCC(=O)N1c2ccc(S(=O)(=O)N3CCCC3)cc2CC1C (centres undefined),-4.0,103,1,105,-3,0,-1,-4,7
COCCNC(=O)COc1ccc(Br)cc1Cl,-1.6,106,-4,110,-2,0,-1,-2,23
CN(Cc1ccccc1)C(=O)c1c[nH]c2ccc(S(=O)(=O)N3CCOCC3)cc2c1=O,0.0,107,-3,98,1,7,-2,5,-1
Cc1ccc(NC(=O)CSCC(=O)NCCc2ccccn2)c(C)c1,-1.2,89,-1,87,5,0,0,0,10
O=C(Nc1ccc(Oc2cccnc2)cc1)c1cccc([N+](=O)[O-])c1,0.7,97,1,95,-1,24,-2,3,8
CCC(C)NC(=O)c1ccc2nc(-c3ccc(OC)c(OC)c3)c(-c3ccc(OC)c(OC)c3)nc2c1 (centres undefined),1.6,101,2,94,6,5,6,-1,0
Cc1ccc(S(=O)(=O)N(c2nc(N(C)C)nc(N(C)C)n2)n2cnnc2)cc1,-3.6,92,-6,99,-2,2,-3,-3,-10
CCOC(=O)CCc1c(C)c2c(C)nn(-c3ccccc3)c2[nH]c1=O,-1.0,105,4,99,3,1,10,2,15
O=C(Nc1ccc(Cl)cc1C(=O)NCCN1CCOCC1)c1ccc(Cl)cc1Cl,1.4,100,5,100,9,2,8,0,16
N=c1c(C(=O)NCCN2CCOCC2)cc2c(=O)n3ccccc3nc2n1CCc1ccccc1,-28*,?,14,?,14,0,4,1,6
Cn1c(=O)c2[nH]c(-c3ccccc3O)nc2n(C)c1=O,-7.0,105,-9,104,14,1,18,5,2

# An excerpt from above in order of molecular weight, falling:
SMILES,MEX-5 binding,CIT2 TOR yeast,GLD-1 RNA inh,AGP1 TOR yeast,Bcl-xL primary,GRK2 aptamer HTS,MCL1 BIM primary,Fam108B counter,VLA-4 inh
O=C(O)CCC(=O)Nc1cccc(C(=O)Nc2ccc(Br)cc2)c1,1.3,91,2,100,0,0,5,-1,6
CCOC(=O)CCc1c(C)c2c(C)nn(-c3ccccc3)c2[nH]c1=O,-1.0,105,4,99,3,1,10,2,15
CC(=O)N(c1nc(CCl)cs1)c1ccc(C)cc1C,1.7,111,-1,29,0,0,-1,-1,8

# Assay outcomes as filed in PubChem.
